# ERG Ets-DNA blk: ERG Ets/DNA interaction inhibition; fluorescence polarization, His-ERG Ets domain / labelled DNA; Potency, µM (doses to about 76.9 µM), inactives show top-dose FP activity, negative = inhibition, usual class: inhibitors; actives 0.028% (n = 370,000); active = well fitted inhibition curve with a large enough effect in the polarisation, with a control signal flat; inconclusive = small, poorly fitted or top-dose-only effect, or effect the other way, or a change in a side signal; inactive = no such curve, though single readings can be large or run the other way; the % refers to the polarisation;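 note: polarization taken with two DNA probes labelled with fluorescein and Texas red; potency is the fitted concentration of half-maximal effect; % of control where 0% means no effect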
#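 His-tagged ERG Ets domain (1 uM in the protein solution; 300mM KCl, 50mM Tris-HCl, 1mM EDTA, 1mM DTT, pH 7.5) received compound, then a probe mix of 5 nM fluorescein-DNA and 100nM Texas-615-DNA. Fluorescence polarization was read for both dyes.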
# GLS inhibitor: inhibitors of human glutaminase (GLS). AID 624170. GLS enzymatic activity, qHTS titration. O94925. actives 0.21% (n = 410,000). Potency, µM (titrated, usually from 45.5 µM), for inactives: top-dose activity change, negative = inhibition, usual class: inhibitors; note: potency is the fitted concentration of half-maximal effect; % is set by controls: 0 for no effect and ±100 for the full control effect
#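 Read-out is an Amplex red fluorescence increase coupled through glutamate oxidase and HRP, measured before and after 30 min room-temperature incubation. hKGA is in 45 mM KH2PO4 (pH 8.2) with 0.02% Tween-20; glutamine added as 1mM solution.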
# RGS4 inhibitor: inhibitors of human regulator of G protein signaling 4; Potency, µM (series often up to 114 µM), without a hit: at the highest dose activity change, negative = inhibition, actives largely listed as inhibitors; actives 0.039% (n = 390,000); Transcreener GDP fluorescence polarization, RGS4-accelerated GTP hydrolysis; AID 504845; P49798; note: potency is the fitted concentration of half-maximal effect; % is set by controls: 0 for no effect and ±100 for the full control effect; nearly all actives have a fitted effect of over 75% in size; some results filed as inactive show a strong effect at the top dose
# Target sequence (P49798 whole entry, looked up): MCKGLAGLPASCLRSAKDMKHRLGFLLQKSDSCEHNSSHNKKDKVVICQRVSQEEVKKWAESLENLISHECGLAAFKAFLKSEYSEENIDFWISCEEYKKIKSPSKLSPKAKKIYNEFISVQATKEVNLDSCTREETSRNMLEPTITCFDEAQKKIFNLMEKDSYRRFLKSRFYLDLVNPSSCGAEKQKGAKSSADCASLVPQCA
#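 MLSMR compounds (23 nl, pin-transferred) preincubated 10 min at room temperature with a 500nM (2x) first reagent, then RGS4 at 900nM (2x) plus Transcreener GDP mix added; fluorescence polarization (620/688 nm) read before and after 90 min at 30 °C.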
# HP1b chromo inh: blocks HP1-beta chromodomain binding to methylated histone tails; P83916; AlphaScreen HP1-beta / biotin-H3K9me3 peptide binding; Potency, µM (series often up to 114 µM), without a hit: top-dose activity change, negative = inhibition, hits mostly inhibitors; actives 0.56% (n = 390,000); AID 540317; note: potency is the fitted concentration of half-maximal effect; nearly all actives have a fitted effect of over 70% in size; inactives centre near 23
#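 Compound inhibition of the preformed complex between 50 nM HP1-beta and 50 nM biotinylated H3K9me3 peptide was read by AlphaScreen. Buffer was PBS pH 7.4 with 0.01% Tween-20. Incubations ran 30 min at room temperature, with 10 ug/mL donor/acceptor beads.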
# 12-LOX inh: blocks human arachidonate 12S-lipoxygenase. purified 12hLO, xylenol orange hydroperoxide absorbance. Potency, µM (series often up to 108 µM), for the others: at the highest dose activity change, negative = inhibition, most hits filed as inhibitors. actives 1.1% (n = 580,000); note: potency is the fitted concentration of half-maximal effect; % is set by controls: 0 for no effect and ±100 for the full control effect
#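 Purified human 12hLO at 150 nM in 25 mM Hepes, 0.01% Triton X-100, pH 7.0, preincubated 15 min at room temperature with compound. Reaction started with 40 uM arachidonic acid, 30 min at room temperature. Hydroperoxide measured by Fe-xylenol orange, 573/405 nm absorbance ratio.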
# BAZ2B block: inhibitors of human BAZ2B bromodomain | Potency, µM (doses to about 114 µM), without a hit: at the top dose activity change, negative = inhibition, most hits filed as inhibitors | AlphaScreen BAZ2B-H3K14Ac peptide displacement | actives 4.4% (n = 360,000) | AID 504333 | Q9UIF8; note: potency is the fitted concentration of half-maximal effect; % is set by controls: 0 for no effect and ±100 for the full control effect; nearly all actives have a fitted effect of over 60% in size
#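 BAZ2B (50 nM) with biotin-H3(5-23)K14Ac peptide (50 nM) in PBS pH 7.4, 0.01% Tween-20, preformed 30 min, then compound 30 min at room temperature; top concentration 110uM. AlphaScreen streptavidin donor/nickel chelate acceptor beads (10 ug/mL final), 20 min dark, signal read.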
# JMJD2A Tudor: inhibitors of human JMJD2A Tudor domain. AlphaScreen JMJD2A-Tudor / H3K4me3 peptide binding. Potency, µM (top dose mostly 114 µM), for inactives: at the top dose activity change, negative = inhibition, usual class: inhibitors. actives 4.4% (n = 390,000). AID 504339; note: potency is the fitted concentration of half-maximal effect; % is set by controls: 0 for no effect and ±100 for the full control effect; nearly all actives have a fitted effect of over 50% in size
# PI4K2A block: blocks human PI4K2A kinase activity. actives 0.13% (n = 420,000). purified PI4K2A, ADP-Glo luminescence, 1 h; hits give low values. activity change, negative = inhibition, % at 76.9 µM. AID 1346378; in the data active = activity change below about -50%; inconclusive = mostly about -30% to -49%;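 note: -100% = wells without enzyme as full effect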
# Target sequence (Q9BTU6 whole entry, looked up): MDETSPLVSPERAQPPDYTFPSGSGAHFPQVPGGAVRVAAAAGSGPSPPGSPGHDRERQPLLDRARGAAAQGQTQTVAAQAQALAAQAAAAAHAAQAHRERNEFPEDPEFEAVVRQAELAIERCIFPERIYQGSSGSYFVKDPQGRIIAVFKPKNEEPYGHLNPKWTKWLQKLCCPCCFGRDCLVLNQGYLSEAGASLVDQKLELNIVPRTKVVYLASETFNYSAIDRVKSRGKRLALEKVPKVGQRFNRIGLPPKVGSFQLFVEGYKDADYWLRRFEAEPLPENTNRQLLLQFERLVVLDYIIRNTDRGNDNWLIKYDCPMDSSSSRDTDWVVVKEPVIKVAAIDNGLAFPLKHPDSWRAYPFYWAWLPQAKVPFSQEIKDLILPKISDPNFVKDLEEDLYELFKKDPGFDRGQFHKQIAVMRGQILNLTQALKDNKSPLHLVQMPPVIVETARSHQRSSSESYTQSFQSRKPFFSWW
#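 ADP-Glo luminescence measured ADP generated by PI4K2A enzyme (4 ug/mL before mixing) with 1.2 mM PI substrate (pre-mix) and 300 microM ATP (pre-mix). Tris pH7.5 buffer with MgCl2, Triton X-100; 1 h reaction at ambient temperature.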
# G9a inh: G9a (human) methyltransferase inhibition; Q96KQ7; G9a H3K9 monomethylation, AlphaScreen, 2 h; Potency, µM (doses to about 102 µM), for inactives: top-dose activity, negative = inhibition, hits mostly inhibitors; actives 8.8% (n = 350,000); AID 504332; note: potency is the fitted concentration of half-maximal effect; % is set by controls: 0 for no effect and ±100 for the full control effect; nearly all actives have a fitted effect of over 75% in size
# Target sequence (Q96KQ7 913-1193 limits assumed): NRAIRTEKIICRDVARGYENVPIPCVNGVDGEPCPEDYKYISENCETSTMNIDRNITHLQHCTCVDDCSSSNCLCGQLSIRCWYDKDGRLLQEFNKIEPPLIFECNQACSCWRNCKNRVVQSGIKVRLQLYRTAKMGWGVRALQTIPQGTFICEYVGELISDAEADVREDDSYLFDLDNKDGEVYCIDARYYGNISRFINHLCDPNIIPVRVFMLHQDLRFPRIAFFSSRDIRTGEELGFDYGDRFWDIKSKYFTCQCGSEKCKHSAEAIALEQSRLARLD
#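 AlphaScreen read-out: biotin-H3K9 peptide (500 nM) methylation by 20 nM enzyme with 20 uM SAM, 2 h at room temperature after 15 min compound preincubation; anti-monomethyl H3K9 antibody plus donor/acceptor beads, 10 min dark.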
# * marks the source's active call; other numbers are inactive results; ? = inconclusive; / = not tested or not shown; [ ] = remark or other dose. Unless noted, calls come from the whole dose curve; as a rule, active = well fitted curve in the direction sought with a large enough effect; inconclusive = small, poorly fitted or top-dose-only effect, or another doubt; inactive = no such curve, though single readings can be large; an effect the other way counts as inactive or inconclusive.
SMILES,ERG Ets-DNA blk,GLS inhibitor,RGS4 inhibitor,HP1b chromo inh,12-LOX inh,BAZ2B block,JMJD2A Tudor,PI4K2A block,G9a inh
Cc1cc(C)cc(N2C(=O)CSC23C(=O)N(CC(=O)NCCc2ccccc2)c2ccccc23)c1 (configuration not stated),7%,5%,-11%,26%,5%,7%[57.1 µM],-32%,-1,-7%[59 µM]
CC1(NC(=O)NCCCCCCNC(=O)NC2(C)CCS(=O)(=O)C2)CCS(=O)(=O)C1 (configuration not stated),-13%,-19%,-8%,17%,-15%,-3%,4%,4,-8%
Cc1ccc(C(=O)Nc2ccnc(-c3cccnc3)n2)cc1,-6%,8%,15%,45%[activator],14%,2%,-9%,-2,21%
COC(=O)c1ccc(CN2CCN(CCCc3ccccc3)C(CCO)C2)cc1 (configuration not stated),1%,7%,12%,28%,1%,-6%,-14%,1,14%
Cc1ccc(N(CC(=O)Nc2ccc3c(c2)OCCO3)S(C)(=O)=O)cc1,-1%[15.4 µM],1%,-7%,8%,-5%,4%,-30%,-5,2%
COc1ccc(NS(=O)(=O)c2cc(NC(=O)CCc3ccccc3)ccc2N2CCOCC2)cc1,13%[15.4 µM],13%,-26%,30%,?,/,-13%,3,/
COc1ccc(CCN2CC(C(=O)NCc3c(C)n[nH]c3C)CCC2=O)cc1 (configuration not stated),11%,0%,-34%,25%,7%,1%,1%,-4,?
CCOC(=O)c1c(NC(=O)c2ccoc2C)sc(C)c1C,1%,8%,-43%,95%[activator],-1%,-5%,18%,-4,4%[2.33 µM]
O=C(NCCc1ccc(C(F)(F)F)cc1)c1ccc2c(c1)OCO2,-4%,2%,15%,40%[activator],406%[activator],-4%,-12%,-10,13%[59 µM]
CC(C)c1ccc(NC(=O)C(c2ccccc2)N2CCOCC2)cc1 (configuration not stated),6%,-1%,2%,37%,-2%,11%,-12%,-3,?
COc1ccc([N+](=O)[O-])cc1NC(=O)C(C)OC(=O)c1ccccc1C(=O)c1ccc(Cl)cc1 (configuration not stated),0%,4%,9%,37%,?,-12%,6%,-1,-3%
CN(CC(=O)Nc1cccc(C(F)(F)F)c1)C1=NS(=O)(=O)c2ccccc21,12%,-6%,-6%,29%,4%,/,1%,2,/
COc1ccc(N2CCN(C(CNC(=O)C(=O)NCCCn3ccnc3)c3ccco3)CC2)cc1 (configuration not stated),-1%,23%,-4%[11.4 µM],14%,-15%,-30%,-15%[11.4 µM],5,?
O=C(C1=C[C@H](c2ccc(C(F)(F)F)cc2)C[C@H](OCCCCO)O1)N1CCN(Cc2ccc3c(c2)OCO3)CC1,-1%,18%,10%,0%,-4%,-39%,?,-2,?
CC[C@H](C)[C@@H]1NC(=O)c2cc([N+](=O)[O-])cc(I)c2SC[C@@H](C(N)=O)NC(=O)[C@H](CCCCN)NC1=O,11%,1%,-19%,1%,?,71µM*,?,-5,8.9µM*
CCOc1ccc(N2CC(C(=O)NCc3ccc(C)n3C)CC2=O)cc1 (configuration not stated),7%,11%,-7%,-11%,4%,-14%,-26%,1,?
C1=C(CCNc2ncnc3c2cnn3-c2ccccc2)CCCC1,?,?,-19%[11.4 µM],10%,?,2%,-32%[11.4 µM],-5,-33%[12.7 µM]
Cc1ccc(S(=O)(=O)n2c(CN3CCCC(C)C3)nc3ccccc32)cc1 (configuration not stated),/,-4%,5%,22%,7%,7%,-12%,1,-12%
C[C@@H]1CCC[C@]2(O[C@H](CCO)C[C@H](O)[C@H]2O)O1,11%,0%,-6%,29%,4%,4%,-14%,-3,5%[12.7 µM]
CC1=C(C#N)C(c2ccoc2)C(C(=O)OCc2ccccc2)=C(N)S1 (configuration not stated),13%,17%,-37%,21%,-22%,4%,?,-17,?
O=C(NCCCN1CCCC1)c1cc2c(Cl)nc3ccccc3c2s1,-6%,6%,-8%,25%,-2%,4%,-19%,3,-47%
COc1ccc(NC(=O)c2onc(C)c2Cl)cc1,-1%,3%,32%,21%,0%,-24%,-8%,-6,18%
CCOC(=O)CC1(NC(=O)c2cc(COc3c(F)cccc3F)on2)CCCCC1,-6%,-4%,14%,48%[activator],?,31%,10%,2,182%[activator]
CCOc1ccc(NCc2ccccc2OCc2cccc(F)c2)cc1,-7%,3%,-6%,3%,-22%,?,?,1,10µM*
COc1ccc(NC(=O)C(Sc2nnc(-c3ccncc3)n2-c2ccccc2C)c2ccccc2)cc1Cl (configuration not stated),3%,-8%,-25%,27%,-9%,-35%,-31%,5,-14%[59 µM]
O=[N+]([O-])c1ccc(N=NN(CCO)CCO)cc1,-2%,-10%,8%,35%,-8%,2%,-3%,-2,-9%[59 µM]
O=C(Nc1cccc2ncccc12)c1cccnc1,-3%,0%,-9%,21%,137%[activator],23%,-12%,2,23%[59 µM]
CCOC(=O)[C@H]1[C@H]2COc3ccc(Cl)cc3[C@@H]2N2C(=O)c3cc(OC)ccc3NC(=O)[C@@]12C,-2%,10%,8%,36%,-7%,7%,-29%,-2,-11%[2.33 µM]
C/C(=N/NC(=O)c1cccs1)c1ccc(N2CCOCC2)cc1,4%,11%,0%,11%,7%,-3%,-22%,-3,-4%
Oc1ccccc1-c1nc(/C=C/c2ccccc2Cl)nn1-c1ccccc1,-2%,2%,-9%,79%[activator],-3%,10%,42%[activator],-11,64%[activator][59 µM]
Cn1c(N)c(C(=O)CSc2nnnn2-c2ccccc2)c(=O)n(C)c1=O,3%,5%,-38%[56.9 µM],75%[activator],-13%,0%,-14%,-4,-29%
S=c1[nH]nc(-c2ccccn2)n1/N=C/c1cccc(Cl)c1,0%,-6%,-20%,-14%,?,28µM*,20µM*,-6,1.6µM*
O=C(COC(=O)CCCc1c[nH]c2ccccc12)Nc1ccc2c(c1)OCO2,0%,0%,-31%,-23%,?,?,?,5,-21%[59 µM]
Cc1cc(C(=O)O)cc(S(=O)(=O)NNC(=O)c2cccs2)c1C,2%,14%,2%,41%,/,3%,-7%,-3,-5%
COc1ccc(-c2n[nH]c(C)c2-c2cnn(-c3ccccc3)c2)c(O)c1C,-1%,11%,26%,4%,0%,-35%,?,2,?
Cc1ccc(C)c(CN2C(=O)C3(c4ccccc42)N(c2ccc(Cl)cc2)C(=O)CS3(=O)=O)c1 (configuration not stated),2%,-3%,9%,11%,-24%,-1%[57.1 µM],-24%,3,-27%[59 µM]
O=S(=O)(Nc1ccccn1)c1cccc(S(=O)(=O)c2ccc(Cl)cc2)c1,-4%,-7%,11%,40%[activator],-7%,-18%,9%,1,-43%
N/C(=N\OC(=O)CCCOc1ccccc1)c1cccc([N+](=O)[O-])c1,-8%,18%,-3%,34%,-1%,-37%,-19%,0,-27%
C=CCC(CC=C)(CNC(=O)C(=O)Nc1cc(C)ccc1OC)c1ccc(OC)c(OC)c1,-1%,-4%,6%,29%,-4%,-22%,-29%,-4,-12%[59 µM]
O=C1c2ccccc2NC(c2ccccc2Cl)N1N=C1CCCCCC1 (configuration not stated),6%,0%,-7%,45%[activator],4%,0%,-16%,-2,-11%[59 µM]
Cn1ncc(Br)c1C(=O)Nc1cccc(C(F)(F)F)c1,1%,-3%,-10%,69%[activator],1%,-2%,10%,4,-4%
CCOc1ccccc1Nc1nnc(SCC(=O)NC(Cc2c[nH]c3ccccc23)C(=O)O)s1 (configuration not stated),-14%,12%,0%,-9%,-19%,-31%,-29%,-9,40µM*
O=C(NC1CCN(C(=S)NCc2ccco2)CC1)NC12CC3CC(CC(C3)C1)C2,-6%,4%,-5%,12%,-9%,-3%,-13%,0,3%[59 µM]
CCN(CC)CCCNC(=O)Cn1c(-c2cccs2)cc2cc(Cl)ccc21,3%,-3%,13%,30%,-23%,-3%,-11%,1,-20%[59 µM]
CC(=O)N(CN1C(=O)C2C3C=CC(C3)C2C1=O)c1cccc(Cl)c1 (configuration not stated),3%,-21%,-2%,33%,0%,-10%,3%,3,4%
CN1C[C@H]2CON(C)[C@H]2C[C@H]1c1cccc(-c2ccc(C#N)cc2)c1,-4%,14%,20%,8%,-34%,/,-17%,0,/
Cc1ccc(S(=O)(=O)Nc2cc(=O)[nH]c(SCc3ccccc3Cl)n2)cc1,4%,14%,-20%,5%,?,-36%,56µM*,-6,-14%[59 µM]
O=C(c1ccccc1)N1CCN(C(=O)c2ccc(OC(F)(F)F)cc2)CC1,-4%,5%,14%,16%,-3%,4%,-10%,-6,-25%
C=CCOc1ccc(C2C(C(=O)c3ccco3)=C(O)C(=O)N2c2nnc(C)s2)cc1 (configuration not stated),4%,-25%,?,-9%,?,79µM*,28µM*,-2,-7%[12.7 µM]
Cc1oc2c(c(C)cc3oc(=O)c(CC(=O)N[C@H](C(=O)O)C(C)C)c(C)c32)c1C,-9%,18%,-4%,4%,0%,1%,0%,-1,7%

# In a second layout: entries from further up
ERG Ets-DNA blk	GLS inhibitor	RGS4 inhibitor	HP1b chromo inh	12-LOX inh	BAZ2B block	JMJD2A Tudor	PI4K2A block	G9a inh	molecule
4%	-25%	?	-9%	?	79µM*	28µM*	-2	-7%[12.7 µM]	C=CCOc1ccc(C2C(C(=O)c3ccco3)=C(O)C(=O)N2c2nnc(C)s2)cc1 (configuration not stated)
-9%	18%	-4%	4%	0%	1%	0%	-1	7%	Cc1oc2c(c(C)cc3oc(=O)c(CC(=O)N[C@H](C(=O)O)C(C)C)c(C)c32)c1C

# Only part of the results is shown; rates above refer to the full screens.
